High-throughput results: PubChem, several laboratories
NTR1 ag: agonists of NTR1, primary screen, imaging, U2OS cells, beta-arrestin-GFP, high content (AID 493036); NTR1-U2OS beta-arrestin-GFP spot imaging, agonist mode; activation, % at 20 µM; 330,000 tested, 0.17% active;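 active = activation at or above 40% of the spot to cytoplasm intensity ratio, with at least 20 cells analyzed; inconclusive = wells under 20 cells, flagged as cytotoxic or low count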;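 note: 0% = DMSO without peptide and 100% = 100 nM NTR1 peptide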
Target sequence (P30989 whole entry, looked up): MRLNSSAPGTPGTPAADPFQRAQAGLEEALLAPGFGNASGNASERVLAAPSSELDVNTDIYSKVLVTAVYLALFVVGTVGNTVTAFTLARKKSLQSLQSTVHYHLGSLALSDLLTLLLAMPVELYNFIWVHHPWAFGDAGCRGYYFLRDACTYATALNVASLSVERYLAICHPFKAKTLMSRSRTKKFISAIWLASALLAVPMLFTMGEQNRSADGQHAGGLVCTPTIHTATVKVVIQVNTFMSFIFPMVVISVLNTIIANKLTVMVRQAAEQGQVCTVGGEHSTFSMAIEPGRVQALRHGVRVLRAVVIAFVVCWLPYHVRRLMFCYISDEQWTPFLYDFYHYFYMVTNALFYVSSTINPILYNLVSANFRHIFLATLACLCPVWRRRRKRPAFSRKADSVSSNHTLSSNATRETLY
Yfh1-depleted yeast: mitochondrial function rescue without frataxin homolog – Friedreich's ataxia, plus single-dose screen, dose response (AID 1465). 220,000 tested, 0.074% active. fold induction at 50 µM; hits with a dose series show EC50 in µM. S. cerevisiae Yfh1-off respiration, WST-1 reduction, 72 h; higher fold induction means a stronger effect;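 active = fold induction of absorbance versus untreated yeast above a set limit, then at least 30% activation at any dose in follow-up; inconclusive = repeats straddling the limit, or above it without dose testing; inactive = fold induction below the set limit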;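 note: activators that raise dye reduction in frataxin-depleted yeast; strong numbers were not always called active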
GPR35 antagonists: inhibition of zaprinast-stimulated GPR35 beta-arrestin translocation – imaging, U2OS, beta-arrestin-GFP, zaprinast agonist, primary screen (AID 2058); U2OS GPR35 beta-arrestin-GFP translocation imaging, zaprinast antagonism; higher % means a stronger effect; inhibition, % at 10 µM; hits with a dose series show IC50 in µM; 290,000 tested, 0.052% active;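 active = inhibition of at least 50% with at least 30 cells and total cytoplasm GFP at most 10,000,000; inconclusive = under 30 cells or total GFP of 10,000,000 plus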
Large T inhibition: SV40 large T antigen inhibitors, biochemical (AID 1903). SV40 large T antigen ATPase/helicase inhibition assay; higher % means a stronger effect. inhibition, % at 20 µM; hits with a dose series show IC50 in µM. 310,000 tested, 0.39% active; in the data active = a potency from the dose series; inconclusive = inhibition mostly from about 32% at the one dose, without a potency; inactive = the rest, 99 in 100 with inhibition below about 32%; note: strong numbers were not always called active
AID2073: disruptors of CaV2.2 binding to Mint1 – biochemical, HTRF (AID 2073); HTRF protein-protein interaction, Mint1-CaV2.2; higher % means a stronger effect; inhibition, % at 20 µM, or IC50 in µM where a hit was titrated; 290,000 tested, 0.19% active; in the data active = inhibition mostly above about 51%, no sharp cut-off; inconclusive = no clear call, values can overlap the other calls; inactive = mostly below about 53%; note: some results filed as inactive read as strong as hits
GPR55 LPI antagonism: GPR55 antagonists blocking LPI-driven arrestin recruitment, primary screen, imaging, U2OS, beta-arrestin-GFP, LPI agonist (AID 2013); 290,000 tested, 0.13% active; U2OS GPR55 beta-arrestin-GFP translocation imaging, LPI antagonism; higher % means a stronger effect; one-dose inhibition, % at 10 µM; IC50 in µM for titrated hits;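 active = spots per cell inhibited over 60%, with over 100 cells counted and total cytoplasm intensity under 500,000; inconclusive = wells with under 100 cells, flagged as likely toxic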;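 note: U2OS cells stably carrying GPR55 and arrestin-GFP stimulated by 5 µM LPI near EC80; imaged beta-arrestin-GFP aggregate spots per cell after agonist stimulation; plate controls were LPI-stimulated DMSO wells for no effect and DMSO wells without LPI for full effect; some results filed as inactive read as strong as hits; confirmed hits need IC50 under 10 µM and bright autofluorescent wells are also inconclusive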
NS5 inhibitors: flavivirus cap methylation enzyme inhibition – biochemical, confirmation dose response, primary screen (AID 588689); 340,000 tested, 0.3% active; Dengue-2 NS5 methyltransferase capping enzyme assay, biochemical; higher % means a stronger effect; one-dose inhibition, % at 25 µM; IC50 in µM for titrated hits; in the data active = a potency from the dose series; inconclusive = inhibition above about 29% without an active follow-up result
MgcRacGAP inhibition: MgcRacGAP GTPase-activating activity inhibitors, confirmation, biochemical, ADP Hunter fluorescence; AID 624330; MgcRacGAP-stimulated Rac1 GTP hydrolysis, ADP Hunter fluorescence; higher % means a stronger effect; GST-tagged Rac1 F28L mutant substrate; 340,000 tested, 0.6% active; inhibition, % at 30 µM, or IC50 in µM where a hit was titrated;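 active = first-screen hits whose inhibition reached a set limit at any dose in the follow-up dose series; inconclusive = inhibition above the set first-screen limit but never retested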;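 note: fluorescence reports GDP produced by GAP-driven GTP hydrolysis; strong numbers were not always called active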
GPR55 activation: GPR55 agonists via beta-arrestin recruitment, primary screen, imaging, U2OS cells, beta-arrestin-GFP redistribution (AID 1961); U2OS GPR55 beta-arrestin-GFP redistribution imaging; higher % means a stronger effect; activation, % at 10 µM, or EC50 in µM where a hit was titrated; 290,000 tested, 0.048% active;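 active = activation above 40% with more than 50 cells counted in the well; inconclusive = wells holding fewer than 50 cells, flagged as toxic or sparse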;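 note: U2OS osteosarcoma cells stably expressing GPR55 and beta-arrestin-GFP; plate controls were DMSO negative control for no effect and LPI positive control for full effect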
NTR1 ag cell count 20 µM: further read-out of NTR1 ag, marked with its call; cell count; measured here: cell count, cytotoxicity flag
Starred values were filed as active, the others as inactive; i = inactive; ? = inconclusive; · = no result given.

The opening 4 records, ahead of the listing:
canonical_smiles	NTR1 ag	Large T inhibition	NTR1 ag cell count 20 µM	GPR55 activation	AID2073	GPR35 antagonists	GPR55 LPI antagonism	NS5 inhibitors	Yfh1-depleted yeast	MgcRacGAP inhibition
COc1ccc(-c2onc3ccc(C(C)=O)cc23)cc1	-0.9	8%	104	-0.2%	47%	6%	13%	?	·	-4%
CC(C)Sc1nnc(NC(=O)c2ccc3c(c2)OCO3)s1	3.3	3%	62	0.0%	4%	11%	11%	4%	·	7%
CCOc1ccccc1Cn1c(=O)sc2ccccc21	-0.7	11%	77	0.2%	6%	-6%	-2%	-1%	i	-1%
COc1ccc(C2CC(c3ccc(Br)cc3)=NN2C(=O)CSC2=NCCS2)cc1 (stereo not drawn)	6.2	13%	49	-0.5%	-1%	2%	9%	-4%	i	1%

Results, from the start:
canonical_smiles	NTR1 ag	Large T inhibition	NTR1 ag cell count 20 µM	GPR55 activation	AID2073	GPR35 antagonists	GPR55 LPI antagonism	NS5 inhibitors	Yfh1-depleted yeast	MgcRacGAP inhibition
COc1ccc(-c2onc3ccc(C(C)=O)cc23)cc1	-0.9	8%	104	-0.2%	47%	6%	13%	?	·	-4%
CC(C)Sc1nnc(NC(=O)c2ccc3c(c2)OCO3)s1	3.3	3%	62	0.0%	4%	11%	11%	4%	·	7%
CCOc1ccccc1Cn1c(=O)sc2ccccc21	-0.7	11%	77	0.2%	6%	-6%	-2%	-1%	i	-1%
COc1ccc(C2CC(c3ccc(Br)cc3)=NN2C(=O)CSC2=NCCS2)cc1 (stereo not drawn)	6.2	13%	49	-0.5%	-1%	2%	9%	-4%	i	1%
O=C(CSCc1c(Cl)cccc1Cl)Nc1ccccc1-c1ccccc1	·	-1%	·	-0.3%	12%	-2%	-2%	-2%	i	2%
CCN(CC)S(=O)(=O)c1ccc(-c2csc(C)n2)s1	-0.2	1%	59	-0.2%	-7%	-3%	9%	9%	i	1%
CC1CCCCN1C(=O)CSc1nc2ncccc2[nH]1 (stereo not drawn)	0.2	4%	66	-0.2%	0%	13%	8%	-3%	·	11%
COc1ccccc1/C=C/C(=O)Nc1ccc(S(=O)(=O)Nc2cc(C)on2)cc1	0.8	23%	79	0.3%	16%	-5%	19%	1%	·	9%
COCCNC(=O)CCCn1c(=O)c2cc(OC)c(OC)cc2n(CC(=O)Nc2ccccc2OC)c1=O	-0.5	12%	60	-0.4%	5%	-13%	-2%	3%	i	8%
Cc1cccc(NC(=O)COc2coc(CN3CCN(Cc4ccccc4)CC3)cc2=O)c1	0.9	7%	48	·	·	·	·	-4%	·	6%
CCN(CC)CC1C(=O)N(c2ccc(OC)cc2)C1c1ccccc1 (stereo not drawn)	0.0	5%	94	-0.1%	17%	4%	4%	3%	·	6%
O=C(CNC(=O)c1ccccc1)OCCCOC(=O)CNC(=O)c1ccccc1	1.6	8%	48	0.0%	-7%	-3%	9%	-5%	·	4%
Cn1c(=O)c2c(nc(Cl)n2Cc2ccncc2)n(C)c1=O	0.0	1%	55	-0.2%	5%	14%	-2%	-1%	i	7%
COc1cccc(CN2CCC(n3nccc3NC(=O)C3CC3)CC2)c1	0.0	·	68	-0.1%	7%	5%	5%	-10%	·	3%
OCC(O)CN(c1ccccc1)c1ccccc1 (stereo not drawn)	1.5	3%	43	0.0%	4%	-3%	-1%	6%	i	7%
COCCN(C(=O)CCC(=O)Nc1cccnc1)C(C(=O)NC1CCCCC1)c1ccccc1 (stereo not drawn)	-0.2	5%	94	-0.1%	-9%	1%	5%	-3%	i	5%
CCN(CC(=O)Nc1ccccc1C(F)(F)F)C(=O)c1ccccc1SCC(=O)N1CCCC1	1.5	6%	56	·	·	·	·	7%	·	12%
CCSc1ccc2nnc(-c3cccc(F)c3)n2n1	0.5	15%	76	-0.1%	14%	16%	6%	-2%	i	7%
CC(=O)N1N=C(c2ccncc2)OC1(Cc1ccccc1)Cc1ccccc1	-0.3	3%	60	0.2%	-7%	-3%	32%	-4%	i	7%
C/C(=N\NC(=O)c1cc(C)nc2ccccc12)c1ccncc1	0.1	11%	67	0.0%	4%	10%	9%	-2%	·	2%
N#Cc1c2c(c(Nc3ccc(O)cc3)n3c1nc1ccccc13)CCC2	16	11%	55	-0.3%	-5%	-1%	6%	-5%	i	9%
C=CCNC(=O)c1onc(CSc2ccc(C(C)C)cc2)c1C(=O)O	-1.6	17%	77	0.2%	-4%	-2%	-5%	3%	i	0%
COc1ccc(C(=O)N/C(=C\c2cccs2)C(=O)N2CCN(C)CC2)cc1OC	-1.0	14%	49	-0.2%	-8%	-9%	0%	2%	·	6%
O=C(Cn1c(=O)oc2cc(S(=O)(=O)N3CCCC3)ccc21)N1CCCC1	3.2	2%	60	-0.1%	-4%	17%	1%	-2%	i	0%
COc1ccc2oc(=O)c(C(=O)OCC(=O)c3ccc([N+](=O)[O-])cc3)cc2c1	3.5	31%	44	0.2%	?	-3%	-4%	·	i	·
CCCCNC(=O)CC1N=C2c3ccccc3N=C(SCC(=O)Nc3cccc(OC)c3)N2C1=O (stereo not drawn)	-1.1	1%	84	-0.1%	-2%	4%	20%	-3%	i	1%
COc1ccc(C2CC(c3c(-c4ccccc4)c4cc(Cl)ccc4[nH]c3=O)=NN2S(C)(=O)=O)cc1 (stereo not drawn)	9.0	18%	45	0.0%	2%	-11%	10%	3%	i	10%
Cn1c(SCC(=O)N2CCN(C(=O)c3ccco3)CC2)nnc1-c1ccc(NS(C)(=O)=O)cc1	-0.9	0%	92	-0.1%	-13%	14%	-3%	-4%	i	-5%
CCCCOP(=O)(OCCCC)C(Nc1ccccc1)c1ccc2c(c1)OCO2 (stereo not drawn)	·	16%	·	2.0%	3%	-10%	6%	-5%	i	10%
CN1CCN(C(=O)c2ccccc2-c2nc(-c3ccc(Cl)cc3)no2)CC1	0.1	1%	43	-0.1%	-5%	-4%	-2%	-3%	i	2%
CCN(CC)CCNC(=S)N1CCn2c(nc3ccccc32)C1	0.7	5%	48	-0.4%	-8%	-7%	4%	-2%	i	14%
CCOC(=O)C(/C(N)=N/C(=O)Nc1ccccc1)=C(\C)O	-1.2	22%	57	-0.1%	-12%	6%	21%	-3%	i	-2%
CN1C(=O)C(C)(C)c2cc(S(=O)(=O)N3CCCC3C(=O)NCc3ccc(F)cc3)ccc21 (stereo not drawn)	1.7	·	60	-0.1%	-6%	-16%	3%	1%	·	-4%
Cc1cc(C(=O)Nc2cccc(C)c2C)n(-c2ccccc2)n1	-0.5	8%	88	-0.2%	5%	-6%	7%	-2%	·	9%
COc1ccc(/C=C/C(=O)OCC(=O)Nc2cc(C(F)(F)F)ccc2Cl)cc1	1.0	-13%	68	2.7%	-10%	-3%	7%	·	i	4%
CC1CCN(CCCNC(=O)C2CCN(S(=O)(=O)N3CCC4(CC3)OCCO4)CC2)CC1	0.8	11%	69	-0.1%	10%	8%	1%	2%	·	9%
CCCCNCc1cc(OCC)c(OCC(N)=O)cc1Br	-0.2	7%	65	0.2%	2%	15%	8%	-2%	i	-14%
CCC(=O)Nc1ccc(NC(=S)NC(=O)/C=C/c2ccco2)cc1	0.6	15%	59	0.4%	-8%	9%	6%	4%	·	6%
O=C1c2ccccc2C(=O)C12OC(c1ccccc1)C1(C(=O)c3ccccc3C1=O)C2c1ccc([N+](=O)[O-])cc1 (stereo not drawn)	3.7	23%	79	·	·	·	·	2%	i	5%
COc1ccc(-c2csc(NC(=O)CN3C(=O)NC4(CCCC4)C3=O)n2)c(OC)c1	-0.8	14%	115	·	·	·	·	6%	·	7%
S=C(Nc1ccc(Cl)cc1)N(CCCN1CCOCC1)Cc1ccco1	1.9	0%	56	0.7%	-24%	-5%	-8%	-3%	i	0%
COCCCn1nnnc1SCC(=O)N1c2ccccc2CC1C (stereo not drawn)	0.6	-2%	46	0.0%	-9%	10%	-8%	-2%	i	1%
CCn1ccnc1CN(C)C(=O)c1cc(COc2ccc(Cl)cc2OC)on1	-0.4	-2%	45	-0.1%	10%	6%	21%	12%	·	3%
CCC(C)N1C(=O)CCC1C(=O)NCc1ccc2c(c1)OCO2 (stereo not drawn)	0.1	6%	47	-0.1%	-2%	7%	-3%	-2%	i	14%
CCOCCCNC(=O)c1cn(CC)c2ccc(S(=O)(=O)N3CCCC3)cc2c1=O	1.2	8%	62	-0.2%	-6%	3%	7%	-4%	·	-10%
O=C(CO/N=C/c1ccccc1)Nc1c(F)c(F)c(F)c(F)c1F	-1.5	10%	74	-0.2%	31%	-1%	4%	0%	i	12%
COc1cc(C(=O)Nc2ccc(C(C)=O)cc2)c(Br)c(OC)c1OC	-0.9	3%	58	0.9%	47%	4%	14%	-1%	i	9%
Cc1ccc(OCc2ccc(C(=O)Nc3ccc(S(N)(=O)=O)cc3)o2)cc1	0.0	20%	50	1.0%	28%	-11%	4%	-3%	i	0%
COc1ccc(C)cc1NC(=O)C1CCCN(S(=O)(=O)c2cccnc2)C1 (stereo not drawn)	-0.4	-2%	61	-0.2%	-4%	5%	11%	-11%	·	8%
CC(C)(C)c1ccc(OCCC(=O)Nc2cccc(S(=O)(=O)N3CCOCC3)c2)cc1	2.3	10%	73	-0.2%	15%	-7%	-2%	-4%	·	11%
COc1cc(CN2CCN(Cc3ccc(C)cc3)CC2)c([N+](=O)[O-])cc1OC	-0.2	11%	87	0.5%	-20%	-1%	6%	-2%	i	31%
C/C(CC(=O)Nc1ccc(Cl)c(C(F)(F)F)c1)=N\NC(=O)c1ccccc1O	-4.7	-7%	61	-0.2%	19%	6%	12%	-4%	i	3%

2 entries picked at random from the list so far:
canonical_smiles	NTR1 ag	Large T inhibition	NTR1 ag cell count 20 µM	GPR55 activation	AID2073	GPR35 antagonists	GPR55 LPI antagonism	NS5 inhibitors	Yfh1-depleted yeast	MgcRacGAP inhibition
COc1ccc2oc(=O)c(C(=O)OCC(=O)c3ccc([N+](=O)[O-])cc3)cc2c1	3.5	31%	44	0.2%	?	-3%	-4%	·	i	·
Cc1cccc(NC(=O)COc2coc(CN3CCN(Cc4ccccc4)CC3)cc2=O)c1	0.9	7%	48	·	·	·	·	-4%	·	6%
